IP6K1 inh – blocks human inositol hexakisphosphate kinase 1; activity change, % (series mostly up to about 58 µM); AID 1645851; IP6K1 kinase, ADP-Glo luminescence, 2 h; hits give low values; 140,000 compounds, 0.81% hits; Q92551; in the data active = activity change below about -25%
Target sequence (Q92551 whole entry, looked up): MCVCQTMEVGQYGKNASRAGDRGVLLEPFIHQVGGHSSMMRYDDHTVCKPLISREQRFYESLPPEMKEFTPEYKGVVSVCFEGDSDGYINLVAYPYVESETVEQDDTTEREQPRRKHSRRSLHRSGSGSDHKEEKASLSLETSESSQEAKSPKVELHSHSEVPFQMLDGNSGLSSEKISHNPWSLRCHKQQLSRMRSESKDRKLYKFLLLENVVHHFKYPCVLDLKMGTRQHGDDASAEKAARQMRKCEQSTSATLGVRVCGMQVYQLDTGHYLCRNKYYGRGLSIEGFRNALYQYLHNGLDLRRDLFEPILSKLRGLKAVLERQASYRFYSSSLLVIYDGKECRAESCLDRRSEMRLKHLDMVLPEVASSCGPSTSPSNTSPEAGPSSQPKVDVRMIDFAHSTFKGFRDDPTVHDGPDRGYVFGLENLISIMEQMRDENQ
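ADP-Glo luminescence measures ADP made by human IP6K1 during a 2 h RT reaction with ATP/IP6 (mix at 1.3 mM/130 uM); top library doses 57.5 and 19.1 uM final.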
GPT2 inhibitor – GPT2 alanine aminotransferase inhibition | Q8TD30 | Recombinant GPT2, coupled pyruvate oxidase/HRP Amplex Red fluorescence | Potency, µM (top dose mostly 57.7 µM), for inactives: top-dose activity change, negative = inhibition, most hits filed as inhibitors | 100,000 compounds, 0.25% hits; also: potency is read from the fitted curve at half-maximal effect; nearly all actives have a fitted effect of over 60% in size; many of its hits are not listed in these tables
Target sequence (Q8TD30 whole entry, looked up): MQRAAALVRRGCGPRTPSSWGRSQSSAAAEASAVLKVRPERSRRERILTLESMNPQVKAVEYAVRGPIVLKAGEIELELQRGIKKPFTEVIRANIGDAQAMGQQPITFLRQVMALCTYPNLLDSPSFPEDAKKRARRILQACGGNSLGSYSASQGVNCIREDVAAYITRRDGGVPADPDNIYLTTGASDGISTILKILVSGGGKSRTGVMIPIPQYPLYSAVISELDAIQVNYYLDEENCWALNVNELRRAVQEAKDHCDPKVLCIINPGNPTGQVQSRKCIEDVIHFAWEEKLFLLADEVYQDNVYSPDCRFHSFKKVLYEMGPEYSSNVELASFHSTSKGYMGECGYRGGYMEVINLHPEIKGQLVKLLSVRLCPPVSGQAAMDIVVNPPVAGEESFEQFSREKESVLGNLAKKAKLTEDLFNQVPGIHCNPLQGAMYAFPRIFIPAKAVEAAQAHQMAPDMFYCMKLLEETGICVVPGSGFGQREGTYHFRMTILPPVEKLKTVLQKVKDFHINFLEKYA
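Fluorescence of coupled pyruvate oxidase/HRP/Amplex Red system (50uM Amplex, 30 min, dark) reports pyruvate formed by GPT2. Enzyme reaction: 10ng/uL GPT2, 2mM L-alanine, 250uM a-KG, 30 min room temperature, pH 7.5; 50uM AOA control.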
Luciferase inh – Photinus pyralis luciferase inhibition | P08659 | 76,000 compounds, 2.5% hits | AID 1347043 | purified P. pyralis luciferase, luminescence, biochemical | Potency, µM (series often up to 115 µM), inactives show at the top dose activity change, negative = inhibition, most hits filed as inhibitors; also: potency is read from the fitted curve at half-maximal effect; nearly all actives have a fitted effect of over 65% in size
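Biochemical qHTS: compound (6-point titration) added to 10uM D-luciferin plus 10uM ATP in Tris acetate pH 7.5 buffer with Mg, Tween-20 and BSA, then purified enzyme at 10nM; light output imaged.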
SNCA viab count – counter-screen for SNCA expression inhibitors: cell viability | HEK-293-SNCA-luc viability, GF-AFC fluorescence, 24 h | Potency, µM (top dose mostly 57.1 µM), inactives show at the highest dose activity change, negative = cytotoxicity, actives largely listed as cytotoxic | 150,000 compounds, 0.12% hits;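 also: potency is read from the fitted curve at half-maximal effect; 0% = DMSO-treated cells and -100% = medium-only wells without cells; nearly all actives have a fitted effect of over 30% in size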
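Cytotoxicity counterscreen: after 24 h compound treatment of genome-edited SNCA-luciferase HEK-293 cells, live-cell protease substrate GF-AFC read by fluorescence after 30 min; activity scaled between DMSO (0%) and medium-only (-100%), curves Hill-fitted.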
HEK293 tox – cytotoxic compounds in HEK 293 cells; 94,000 compounds, 6.6% hits; Potency, µM (top dose mostly 115 µM), inactives show at the top dose activity change, negative = cytotoxicity, actives largely listed as inhibitors; AID 1345083; HEK 293 viability, ATP luminescence (CellTiter-Glo), 48-72 h; also: potency is read from the fitted curve at half-maximal effect; nearly all actives have a fitted effect of over 60% in size
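Pintool-delivered compounds were incubated with HEK 293 cells (250 cells/well) at 37 degree Celsius for 48 or 72 hr. ATP-dependent luminescence (CellTiter-Glo) then reported remaining viable cells.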
3T3 cytotox – cytotoxic compounds in NIH 3T3 cells; NIH 3T3 viability, CellTiter-Glo ATP luminescence, 48-72 h; Potency, µM (titrated, usually from 96.7 µM), without a hit: at the highest dose activity change, negative = cytotoxicity, actives largely listed as inhibitors; 94,000 compounds, 4.3% hits; also: potency is read from the fitted curve at half-maximal effect; nearly all actives have a fitted effect of over 55% in size
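Cells were seeded at 400 per well, treated with pin-transferred compound, and kept 48 or 72 hr at 37 °C before CellTiter-Glo addition and luminescence imaging of cellular ATP.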
SNCA expr inhib – inhibitors of alpha-synuclein (SNCA) gene expression; Potency, µM (doses to about 57.2 µM), for the others: top-dose activity change, negative = inhibition, actives largely listed as inhibitors; 140,000 compounds, 0.17% hits; HEK-293 SNCA-luciferase knock-in, luminescence, 24 h; AID 1671194;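 also: potency is read from the fitted curve at half-maximal effect; plate controls were DMSO cells for no effect and cell-free wells for full effect; nearly all actives have a fitted effect of over 45% in size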
Active calls of the source: *; i = inactive; u = inconclusive; x = no result given; & = joins results of further samples; [ ] = remark or other dose. Unless noted, calls follow the shape of the dose curve; as a rule, active = well fitted curve in the direction sought with a large enough effect; inconclusive = small, poorly fitted or top-dose-only effect, or another doubt; inactive = no such curve, though single readings can be large; an effect the other way counts as inactive or inconclusive. Unless noted, % is scaled to controls: 0 for no effect and ±100 for the full control effect.

Start of the data: the first two entries, ahead of the listing:
[1] CC(C)CC(=O)N1CCC(C(NC(=O)c2ccccc2)C(=O)N2CCCCC2)CC1 (centres undefined)
[2] Cc1ccc(CN2CC[C@@H]3[C@H]2C(=O)NC[C@H](CCC(=O)N2CCN(c4ccccn4)CC2)N3C)cc1

Screen / compound no.	1	2
IP6K1 inh	-5	4
GPT2 inhibitor	-2%	-9%
Luciferase inh	3%	-4%
SNCA viab count	7%	4%
HEK293 tox	-14%	u
3T3 cytotox	-28%	u
SNCA expr inhib	-17%	19%

The listing, from the first entry:
[1] CC(C)CC(=O)N1CCC(C(NC(=O)c2ccccc2)C(=O)N2CCCCC2)CC1 (centres undefined)
[2] Cc1ccc(CN2CC[C@@H]3[C@H]2C(=O)NC[C@H](CCC(=O)N2CCN(c4ccccn4)CC2)N3C)cc1
[3] COc1cccc(NC(=O)CCC[C@H]2NC[C@@H]3C[C@H]2CN(Cc2ccccc2)C3)c1
[4] Cc1ccc(-c2nc(CS(=O)CC(=O)N3CCN(c4ccccc4)CC3)c(C)o2)cc1 (centres undefined)
[5] COc1cccc(C(=O)N2CCC(C(=O)N3CCC(N4Cc5ccccc5C4=O)CC3)CC2)c1
[6] Cc1cc(C(=O)N2CCCC(Cc3noc(-c4cnccn4)n3)C2)nn1C (centres undefined)

Screen / compound no.	1	2	3	4	5	6
IP6K1 inh	-5	4	-14	4	7&4	0
GPT2 inhibitor	-2%	-9%	i	x	-10%&-1%	3%
Luciferase inh	3%	-4%	7%	x	x	-5%
SNCA viab count	7%	4%	-1%	-23%	5%&-1%	-16%
HEK293 tox	-14%	u	u	x	u	17%
3T3 cytotox	-28%	u	u	x	-14%&-16%	-2%
SNCA expr inhib	-17%	19%	11%	14%	-18%&-5%	1%

[7] COC(=O)CNC(=O)C1CCN(C(=O)c2ccc(-c3cccs3)cc2)CC1
[8] Cc1nc2c(s1)CCCC2NC(=O)c1cc(-c2ccc(F)cc2)n[nH]1 (centres undefined)
[9] Cc1ccc(NC(=O)N2CC(C(=O)N(C)C)C3(CCOCC3)C2)cc1C (centres undefined)
[10] CN(Cc1ccccc1)Cc1cc(CC2(NCc3ccccc3)COC2)no1
[11] Cc1cc(Nc2ccccc2C)n2nc(Cc3ccc(Cl)cc3)nc2n1
[12] COCCCNC(=O)CSc1nc2cc(OC)c(OC)cc2c2nc(-c3ccccc3)nn12

Screen / compound no.	7	8	9	10	11	12
IP6K1 inh	-7	12	24	-10	-2	0
GPT2 inhibitor	x	1%	-6%	-5%[88.5 µM]	x	x
Luciferase inh	x	-2%	-7%	-1%[172 µM]	x	x
SNCA viab count	x	-18%	4%	4%[87.6 µM]	u	5%
HEK293 tox	-13%	-23%	-16%	-29%[172 µM]	x	x
3T3 cytotox	-28%	-32%	-14%	-21%[138 µM]	x	x
SNCA expr inhib	x	1%	6%	-20%[87.6 µM]	64%[activator]	33%[activator]

Just IP6K1 inh, 3T3 cytotox and SNCA viab count (2 entries from above):
no. | SMILES | IP6K1 inh | 3T3 cytotox | SNCA viab count
9 | Cc1ccc(NC(=O)N2CC(C(=O)N(C)C)C3(CCOCC3)C2)cc1C (centres undefined) | 24 | -14% | 4%
12 | COCCCNC(=O)CSc1nc2cc(OC)c(OC)cc2c2nc(-c3ccccc3)nn12 | 0 | x | 5%

Additional results:
[13] C[C@H](C(=O)N1Cc2ccccc2CC2(CCCN2C)C1)c1ccccc1 (some centres undefined)
[14] O=C(c1cnccn1)N1CCC(NCc2cc3n(n2)CCCNC3)CC1
[15] CCN1CCN(c2ncc3c(n2)CCN(Cc2ccc(OC)c(OC)c2)C3)CC1
[16] CCc1nc(-c2c3n(c(=O)n(Cc4ccccc4)c2=O)CCCC3)no1
[17] COCCCNC(=O)c1cc(C)nc2onc(C3CCNCC3)c12
[18] CC(=O)N1CCC(N2CC3(C2)C(=O)N(Cc2ccccc2F)C(=O)[C@@H]2C[C@@H](O)CN23)CC1

Screen / compound no.	13	14	15	16	17	18
IP6K1 inh	4	9	-1	-3	19	-13
GPT2 inhibitor	i	-4%	x	i	-7%	2%
Luciferase inh	x	6%	x	0%	x	-6%
SNCA viab count	-4%	5%	-14%	2%	7%	7%
HEK293 tox	u	-1%	x	-6%	4%	3%
3T3 cytotox	-27%	-22%	x	-27%	-8%	-4%
SNCA expr inhib	-11%	-21%	2%	29%	26%	-16%

[19] COc1cc(CNCC2CCOCC2)ccc1OCC(O)CN(C)C1CCCCC1 (centres undefined)
[20] CC(=O)N1CCN(C(=O)C2CCN(Cc3ccccc3-c3cccnc3)CC2)CC1
[21] O=C(NCCN1CCOCC1)c1ccc2oc(-c3ccncc3)nc2c1
[22] COCC1CN(C(=O)Cc2ccc(S(C)(=O)=O)cc2)CC12CCNCC2 (centres undefined)
[23] COc1ccc(OC)c(S(=O)(=O)N2[C@@H]3CC[C@H]2CC(NC(=O)c2ccc(F)cc2)C3)c1 (some centres undefined)
[24] CCC1(O)CCC12CCN(C(=O)c1cnccc1C)CC2 (centres undefined)

Screen / compound no.	19	20	21	22	23	24
IP6K1 inh	-4	-1	6	4	3	-7
GPT2 inhibitor	-10%	3%	i	i	i	i
Luciferase inh	1%	x	x	-15%	-11%	-6%
SNCA viab count	-23%	-3%[12.5 µM]	-2%	-8%	8%	12%
HEK293 tox	u	i	-3%	-13%	1%	i
3T3 cytotox	-20%	i	-3%	-26%	-1%	1%
SNCA expr inhib	-15%	-20%	u	-1%	-13%	-14%

[25] C/C=C/C=C/C=C/C(=O)N(C)C(C(=O)NC(C)C(=O)N1CCCC1C(N)=O)C(C)C (centres undefined)
[26] CCCn1c(=O)n(-c2cc(Cl)c(OC)cc2OC)c(=O)c2c3c(sc21)CN(C(C)=O)CC3
[27] Cc1c(C(=O)OC2CCCCCC2)[nH]c2c1C(=O)CC(c1ccccc1Cl)C2 (centres undefined)
[28] COc1ccc(CC(=O)N2CC3(Cc4ccccc4N(C(C)=O)C3)C2)cc1
[29] O=C(Nc1ccc(F)c(F)c1)c1cc(S(=O)(=O)NCc2ccc3c(c2)OCO3)ccc1F
[30] Cc1nc(C)c(C(=O)N2CCOCC(O)(CN3CCCC3)C2)s1 (centres undefined)

Screen / compound no.	25	26	27	28	29	30
IP6K1 inh	16	17	2	-8	44	50
GPT2 inhibitor	i	x	x	-12%	x	-27%[11.5 µM]
Luciferase inh	x	x	x	-3%	x	2%
SNCA viab count	-15%[23.9 µM]	u	-3%	-12%	5%	1%
HEK293 tox	x	x	x	-15%	x	1%
3T3 cytotox	x	x	x	-10%	x	-25%
SNCA expr inhib	x	16%	-8%	0%	-19%	-19%

[31] Cc1cccc(C(=O)N2C[C@@H](Oc3ccccc3)C[C@H]2C(=O)NC2CC2)c1
[32] O=C(NCCc1ccccc1)[C@@H]1CCCN1c1nccc(Nc2ccccc2Cl)n1
[33] CCOc1ccc(N(C)S(=O)(=O)c2cc(-c3cc(C)no3)ccc2OC)cc1
[34] COc1ccc(-c2cc(C(=O)N3CCN(C(C)=O)CC3)c3cnn(C)c3n2)cc1
[35] COCC(=O)N1CCc2nc(-c3ccccc3)nc(-c3ccc(Cl)cc3)c2C1
[36] CCc1ccc(N2CCn3c2nc2c3c(=O)n(Cc3c(F)cccc3Cl)c(=O)n2C)cc1

Screen / compound no.	31	32	33	34	35	36
IP6K1 inh	6	-1	21	7	20	5
GPT2 inhibitor	i	4%	x	-5%	-3%	x
Luciferase inh	-16%	x	x	x	-6%	x
SNCA viab count	-8%	-10%[12.5 µM]	-3%	1%	9%	7%
HEK293 tox	-15%	u	x	i	-11%	x
3T3 cytotox	u	u	x	-16%	-22%	x
SNCA expr inhib	10%	5%	u	1%	21%	-4%

[37] CCC(C(=O)OCCN(CC)CC)c1ccccc1 (centres undefined)
[38] COc1ccc(-c2cnc3[nH]cc(CC(N)=O)c3c2)cc1OC
[39] O=C(NCc1cccc(C(F)(F)F)c1)c1cc(-c2ccc(F)cc2)c2nncn2n1
[40] O=C([C@@H]1C[C@H](Oc2cccnc2)CN1C(=O)CCc1ccccc1)N1CCCC1
[41] CCOc1cc(=O)n2c(c1C(=O)Nc1cc(Cl)c(OC)cc1OC)CCCC2
[42] Cc1ccc(CNC(=O)CCNS(=O)(=O)c2cccc3nsnc23)cc1

Screen / compound no.	37	38	39	40	41	42
IP6K1 inh	8	-31*	-5	11	-4	18
GPT2 inhibitor	i	-1%[88.5 µM]	-2%	i	i	x
Luciferase inh	x	6%[172 µM]	x	-4%	-9%	x
SNCA viab count	8%[23.9 µM]	-7%[87.6 µM]	-25%	-1%	3%	10%
HEK293 tox	x	u	u	-18%	u	x
3T3 cytotox	x	10µM*	u	-11%	-21%	x
SNCA expr inhib	85%[activator][25.6 µM]	16%[87.6 µM]	-17%	-5%	10%	32%[activator]

[43] CC/C=C\CC1C(=O)C=CC1(CCCCCCCC(=O)O)OC(C)=O (centres undefined)
[44] COc1ccccc1OCCNC(=O)CC1=C2CCCCC2NC1=O (centres undefined)
[45] COC(=O)c1ccc(NC(=O)C(C)N2Cc3ccccc3C2=O)cc1 (centres undefined)
[46] CN(CC1CCOC1)S(=O)(=O)Cc1ccccc1Cl (centres undefined)
[47] CC1(C(=O)N2CCc3ccccc32)CCCCC(=O)N1 (centres undefined)
[48] CN(C)CCN1CC2(CCCN(C(=O)CCCn3cnnn3)C2)CCC1=O (centres undefined)

Screen / compound no.	43	44	45	46	47	48
IP6K1 inh	1	9	1	7	29	12
GPT2 inhibitor	0%[27.3 µM]	2%	x	3%	i	-12%
Luciferase inh	x	-1%	x	0%	-7%	-6%
SNCA viab count	2%	2%	-1%	-2%	5%	u
HEK293 tox	x	-5%	x	-1%	-25%	-5%
3T3 cytotox	x	0%	x	i	1%	-18%
SNCA expr inhib	x	-17%	27%	-4%	4%	-12%

[49] CCOC(=O)c1c(C)oc2c1cc(NS(=O)(=O)c1ccc(C)cc1)c1ccccc12
[50] O=S(=O)(N[C@@H]1CCOC[C@H]1O)c1ccc(Oc2ccccc2)cc1
[51] Cc1ccc(-n2ncc(C(=O)N3CCN(c4ccccn4)CC3)c2C2CCN(C(=O)OC(C)(C)C)CC2)cc1
[52] Cc1cccc(NC(=O)C2CCN(c3nnc(C)c4c(C)n(-c5ccccc5)nc34)CC2)c1C
[53] COc1ccc(CCNC(=O)CCCCn2c(=O)c3ccccc3n(Cc3cccc(C)c3)c2=O)cc1OC
[54] CCN(CC)C(=O)C(C)[C@@H]1CC[C@@]2(C)CC[C@H](NC(=O)c3cccc(F)c3)[C@@H](C)[C@@H]2[C@H]1O (some centres undefined)
[55] Cc1nsc(NC(=O)N2CCCC2C)n1 (centres undefined)

Screen / compound no.	49	50	51	52	53	54	55
IP6K1 inh	-10	-1	10	36	0	-18	2
GPT2 inhibitor	x	-5%	x	x	x	i	i
Luciferase inh	x	4%	x	x	x	11%	-2%
SNCA viab count	-2%	6%	-5%	15%	3%	3%	5%
HEK293 tox	x	u	x	x	x	-5%	i
3T3 cytotox	x	-27%	x	x	x	-17%	-26%
SNCA expr inhib	1%	5%	27%	-1%	11%	13%	9%

Assay outcomes from PubChem BioAssay.
